G6PDH CS: inhibits Leuconostoc G6PDH, flagging false hits in G6PDH-based assays. Purified L. mesenteroides G6PDH, diaphorase/resazurin coupled fluorescence, 45 min. inhibition, % at 5 µM. hit rate 0.12% among 200,000. AID 1020; in the data active = inhibition above about 50%
Diaph act CS: activates diaphorase or chemically reduces, flagging diaphorase assay artifacts | activation factor at 20 µM | Diaphorase/resazurin coupled assay, resorufin fluorescence, 16 min; hits give high values; 1 = vehicle wells, 0 = NADH-free wells | hit rate 0.005% among 190,000;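 active = diaphorase activity raised at least twofold by the compound at 20 µM; inactive = activation factor below 2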
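test system = bacterial diaphorase enzyme (C. kluyveri) | quantity = enzyme 0.07 U/mL final | reagent = NADH substrate 0.114 mM plus resazurin dye 0.1 mM, final | incubation = 16 min enzyme reaction, ambient temperature | buffer or medium = HEPES pH 7.4 buffer with MgCl2 and Tween 20 | signal = fluorescence of resorufin, 544 nm excitation, 590 nm emission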
TLR4 MyD88 comp: blocks binding of human TLR4 to MyD88. O00206+Q99836. inhibition, % at 8.4 µM. HeLa CL3-4 TLR4/MyD88 BLA complementation, FRET ratio. AID 861. hit rate 0.18% among 200,000; in the data active = inhibition above about 25%;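 also: 0% = vehicle and 100% = reference inhibitor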
Target sequence (O00206 whole entry, looked up): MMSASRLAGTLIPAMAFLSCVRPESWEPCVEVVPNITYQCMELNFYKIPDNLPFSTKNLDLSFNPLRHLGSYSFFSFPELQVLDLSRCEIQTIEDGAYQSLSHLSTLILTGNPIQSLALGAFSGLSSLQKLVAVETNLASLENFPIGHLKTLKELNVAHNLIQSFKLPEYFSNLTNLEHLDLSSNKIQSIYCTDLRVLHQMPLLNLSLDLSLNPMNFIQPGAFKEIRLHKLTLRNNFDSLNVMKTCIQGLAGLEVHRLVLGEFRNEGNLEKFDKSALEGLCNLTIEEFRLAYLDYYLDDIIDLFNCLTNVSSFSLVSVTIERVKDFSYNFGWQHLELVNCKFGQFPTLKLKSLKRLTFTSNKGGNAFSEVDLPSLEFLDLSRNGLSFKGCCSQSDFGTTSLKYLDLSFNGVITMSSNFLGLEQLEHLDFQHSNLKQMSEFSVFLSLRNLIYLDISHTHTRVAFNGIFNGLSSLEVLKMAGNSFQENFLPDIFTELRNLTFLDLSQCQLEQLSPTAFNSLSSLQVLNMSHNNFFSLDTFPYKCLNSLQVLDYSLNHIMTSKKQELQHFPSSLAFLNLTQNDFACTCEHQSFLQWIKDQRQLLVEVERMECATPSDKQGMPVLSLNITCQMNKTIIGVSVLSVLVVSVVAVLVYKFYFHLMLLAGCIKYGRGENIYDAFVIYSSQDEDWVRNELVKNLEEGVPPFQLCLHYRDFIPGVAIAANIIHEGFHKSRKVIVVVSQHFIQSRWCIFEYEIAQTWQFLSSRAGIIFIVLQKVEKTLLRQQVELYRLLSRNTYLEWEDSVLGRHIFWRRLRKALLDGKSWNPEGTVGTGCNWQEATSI
Target sequence (Q99836 whole entry, looked up): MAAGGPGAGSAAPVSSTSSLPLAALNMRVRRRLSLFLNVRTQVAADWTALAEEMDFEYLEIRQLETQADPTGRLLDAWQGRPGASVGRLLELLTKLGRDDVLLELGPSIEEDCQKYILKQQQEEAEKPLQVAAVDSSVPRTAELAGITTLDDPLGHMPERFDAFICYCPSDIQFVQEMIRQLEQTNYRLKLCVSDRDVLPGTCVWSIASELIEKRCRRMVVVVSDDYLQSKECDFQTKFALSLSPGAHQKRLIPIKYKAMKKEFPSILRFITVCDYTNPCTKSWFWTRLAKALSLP
STAT3 inh: STAT3 signaling inhibition | U3A cells, IL-6 STAT3-luciferase reporter, luminescence; host cell line lacks STAT1 | inhibition, % at 5.5 µM | hit rate 0.89% among 190,000 | AID 862;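 active = inhibition above the mean inhibition across all screened compounds plus 3 SD, cut at about 44% in these data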;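 also: 0% = DMSO only wells and 100% = 100 µM nifuroxazide control wells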
APP transl inh: APP translation inhibition. SH-SY5Y APP 5'UTR-luciferase reporter, luminescence. inhibition, % at 2 µM. hit rate 0.82% among 190,000;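 active = inhibition above a set limit, derived from the sample mean plus 3 SD, cut at about 45% in these data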; also: values of inactives mirror those of a sister screen read the other way
STAT1 inh: STAT1 signaling inhibition | hit rate 0.35% among 200,000 | AID 920 | inhibition, % at 5.5 µM | NIH 3T3 STAT1-luciferase reporter, IFN-gamma, luminescence;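 active = inhibition above a set limit, the mean inhibition across all tested compounds plus 3 SD, cut at about 34% in these data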;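 also: 0% = IFN-gamma with DMSO and 100% = IFN-gamma with 300 µM nifuroxazide; values of inactives mirror those of a sister screen read the other way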
Hsp70 act: Hsp70 transcriptional activation, primary screen. hit rate 0.04% among 200,000. HeLa Hsp70 promoter luciferase reporter, luminescence; scaled: vehicle 0, proteasome-inhibitor control 100%. activation, % at 10 µM. AID 1203;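 active = activation above the mean across all tested compounds plus 3 SD, cutoff set per campaign, cut at about 5.5% in these data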;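 also: 100% = MG132 at 30 µM as the positive control and 0% = DMSO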
STAT1 act: increases IFN-gamma driven STAT1 reporter signal | NIH 3T3 STAT1-luciferase reporter, luminescence; 100% = IFN-gamma alone, no compound | activation (% of control), % at 5.5 µM | hit rate 2.6% among 200,000 | AID 932;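 active = activation above the screen-wide mean activation plus 3 SD, cut at about 130% in these data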;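 also: raw ratio to IFN-gamma control signal so 100% means no change and 0% no light; values of inactives mirror those of a sister screen read the other way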
Diaphorase inh: counter-screen for diaphorase-based assays: diaphorase inhibitors and chemical oxidizers. diaphorase resazurin-to-resorufin fluorescence, NADH, 16 min; bacterial (C. kluyveri) enzyme, not human. inhibition, % at 20 µM. hit rate 0.69% among 190,000. AID 1217;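 active = primary screen inhibition at 20 µM above a set limit, cut at about 50% in these data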;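 also: plate controls were DMSO with full reaction for no effect and wells lacking NADH for full effect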
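Test system: diaphorase enzyme from Clostridium kluyveri; amount: diaphorase at 0.14 U/mL in enzyme working solution; detection: fluorescence of resorufin formed from resazurin, Ex 544/Em 590 nm; times: reaction incubation of 16 min at room temperature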
STAT3 activator: increases IL-6 driven STAT3 reporter signal | U3A cells, IL-6 STAT3-luciferase reporter, luminescence; 100% = signal with IL-6 EC80 alone | activation (% of control), % at 5.6 µM | hit rate 0.91% among 190,000;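 active = activation above the screen-wide mean of compound activation plus 3 SD, cut at about 130% in these data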;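 also: 0% = background luminescence of wells with medium and substrate only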
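Detection: reporter luminescence signal / Assay system: STAT1-lacking human U3A cells, STAT3 luciferase reporter / Incubation: compound pre-incubation 1 h before IL-6, then 6 h stimulation at 37 °C / Control set: IL-6-only high control / Read-out: % activation relative to IL-6 control / Probe or stimulus: Interleukin-6, 33 ng/mL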
Numbers without * were called inactive; / = not tested or not shown.

SMILES	G6PDH CS	Diaph act CS	TLR4 MyD88 comp	STAT3 inh	APP transl inh	STAT1 inh	Hsp70 act	STAT1 act	Diaphorase inh	STAT3 activator
O=C(OC1CCOC1=O)c1ccc(S(=O)(=O)N2CCCCCC2)cc1 (configuration not stated)	14	0.8	-1	7	-7	5	-0.1	95	19	99
COc1ccc(OCC(O)CN2CCN(c3ncccn3)CC2)cc1 (configuration not stated)	2	0.9	-20	-1	-14	-4	-0.5	103	6	103
CCNc1nc(Sc2ccc(C)cc2)cc(C(F)(F)F)n1	7	0.8	8	-33	-2	-3	-0.2	103	17	127
COc1cc([N+](=O)[O-])ccc1N/C=C/C(=O)c1cccs1	0	0.9	1	73*	-136	47*	-0.5	58	12	44
N#CCCn1cc(CNCc2ccccc2)c(-c2cccc([N+](=O)[O-])c2)n1	22	1	6	2	8	3	-0.2	96	2	105
O=C(Nc1ccccc1)/C(=C/c1cccc(Br)c1)NC(=O)c1ccco1	-4	1.1	-7	3	18	7	-0.1	93	-8	99
CC(C)CC(NC(=O)C1CCCCC1)C(=O)N1CCN(c2ccccn2)CC1 (configuration not stated)	10	0.9	-1	0	-12	-1	0.2	101	6	98
CNS(=O)(=O)c1cccc(C(=O)OCC(=O)NCc2ccccc2)c1	4	1	-3	8	36	-3	-0.1	103	3	99
COc1ccc(S(=O)(=O)Oc2cccc(/C=N/N=C3/NC(=O)C(CC(=O)O)S3)c2)cc1 (configuration not stated)	16	0.9	8	8	-3	9	0.0	91	8	104
Cc1nn(Cc2ccc(Cl)cc2)c(Cl)c1/C=N/NC(=O)c1cccnc1	10	0.9	-4	-6	-12	6	-0.3	94	6	103
CS(=O)(=O)N1CCC(C(=O)NCCN2CCN(Cc3ccccc3)CC2)CC1	2	1.2	-5	2	15	3	-0.4	96	-18	102
CCc1c(O)nc2sc3ccccc3n2c1=O	-1	0.9	-16	-4	-13	-3	-0.2	103	10	107
Clc1ccc(-c2nnc(C34CC5CC(CC(C5)C3)C4)o2)cn1	3	1	4	4	-2	2	0.1	98	4	100
Cc1ccc(OCC(=O)N2CCN(C(=O)c3cccs3)CC2)cc1	-6	0.9	5	9	-4	9	0.4	87	10	95
O=S(=O)(NCCc1ccccn1)c1ccc(F)c(F)c1	4	1	-2	2	-2	2	-0.1	97	4	104
COc1ccc(CCNc2oc(-c3ccccc3OC)nc2C#N)cc1	-30	0.9	-8	2	-2	-1	-0.2	101	14	101
CCCCCCc1cc2cc(-c3nnc(-c4ccccc4)o3)c(=O)oc2cc1O	3	1	6	-7	/	9	-0.1	95	0	106
Cc1sc2nc(CSc3nc4ccccc4c(=O)n3CCCN3CCOCC3)[nH]c(=O)c2c1C	4	0.9	-8	-3	-18	-2	-0.4	103	10	108
Cc1ccc(/C=N\NC(=O)CCc2n[nH]c(=O)[nH]c2=O)o1	-3	1	1	11	4	-1	-0.1	100	0	97
O=C(c1ccc(Cl)cc1)C1CCN(C(=O)N2CCOCC2)CC1	0	0.9	8	13	-5	-6	-0.2	105	7	93
CCOC(=O)c1[nH]c2c(c1-c1ccccc1)C(=O)CC(c1ccccc1)C2 (configuration not stated)	10	1.1	-5	4	-18	-8	0.0	108	-8	97
O=C1CSC(c2ccccn2)N1c1ccc(F)cc1F (configuration not stated)	3	1	5	6	-12	-4	-0.3	102	2	99
Cc1csc(NC(=O)c2ccc(C)c([N+](=O)[O-])c2)n1	17	1	-20	26	-172	-95	-0.1	184*	4	77
CC(C)(C)SCCNC(=O)c1ccccc1	0	0.8	8	-24	/	-30	0.2	139*	15	120
Cc1nc(SCCCSc2n[nH]c(C)n2)n[nH]1	-1	1	0	5	-9	-2	-0.2	102	3	98
CCOC(=O)/C(C#N)=C\c1cc(C)n(-c2ccccc2)c1C	4	0.8	-2	45*	-136	-71	0.1	165*	18	64
Cn1ncc(Cl)c1C(=O)NC(=S)Nc1sc2c(c1C#N)CCCCC2	5	0.9	22	8	0	-8	-0.1	108	12	97
Cc1ccc(NC(=O)CNc2ccc(Cl)c(Cl)c2)cc1S(=O)(=O)N(C)C	9	0.8	-3	21	-29	2	-0.5	98	24	85
O=C(CN(Cc1cccs1)C(=O)CNC(=O)c1ccco1)NC1CCCCC1	5	0.8	10	5	-1	9	0.4	92	20	100
CCCCN(C)C(=O)C(Cc1ccccc1)NS(=O)(=O)c1ccc2c(c1)c(=O)n(C)c(=O)n2C (configuration not stated)	-2	0.8	5	11	-17	-5	-0.2	105	23	98
CCOC(=O)c1[nH]c(CSc2nnc(-c3ccncc3)n2CCOC)c(C(=O)OCC)c1C	-15	0.9	5	4	-12	5	-0.2	95	9	100
O=C(O)CNC(=O)C1COc2ccccc2O1 (configuration not stated)	-1	0.9	-4	-2	-1	-1	0.2	101	10	103
C=C(C)Cn1c(N2CCCC2)nc2c1c(=O)[nH]c(=O)n2C	16	0.9	-8	5	-2	3	-0.3	98	5	103
Cc1ccccc1-n1ncc2c([N+](=O)[O-])cc([N+](=O)[O-])cc21	2	0.8	-5	9	-8	7	-0.2	94	23	96
c1ccc(Cc2nn3c(-c4ccncc4)nnc3s2)cc1	-5	0.9	-5	-3	5	-6	-0.2	102	7	103
Cc1c(NC(=O)C2(C)CCCCC2)c(=O)n(-c2ccccc2)n1C	-2	0.9	18	-2	6	-5	-0.4	106	12	108
CCOc1ccc(-c2nnc(-c3ccncc3)o2)cc1	3	1.2	2	17	-61	-36	-0.3	133*	-18	89
CCOC(=O)c1c(N)ssc1=S	-15	0.9	-4	6	-15	-1	-0.2	101	13	99
Cc1cccn2c(=O)c3cc(C(=O)NCC4CCCO4)n(C)c3nc12 (configuration not stated)	/	/	-13	-14	-10	3	-0.3	97	/	115
C=CCn1c(SCc2c(C)noc2C)nnc1C1COc2ccccc2O1 (configuration not stated)	15	0.9	-13	4	-2	6	-0.2	94	14	101
COC1CCN(Cc2cn(Cc3ccccc3)nc2-c2cc3ccccc3o2)CC1	9	1	-1	7	12	5	-0.2	94	2	104
CCCC(=O)Nc1cc(OC)c(C(=O)OC)cc1Cl	9	1.2	6	5	-3	-14	-0.3	110	-15	100
COc1ccc(-c2sccc2C(C)C(=O)O)cc1 (configuration not stated)	3	0.9	8	3	-15	0	-0.2	100	14	101
CCc1nc2ccccc2n1Cc1cc(=O)n2cc(C)ccc2n1	5	0.8	3	7	-1	3	-0.1	97	17	101
CC(C)c1c(O)nc(SCCC(=O)O)[nH]c1=O	6	0.9	-4	7	1	-12	-0.3	111	14	102
Fc1cccc(C2NN=C(c3ccccc3)S2)c1 (configuration not stated)	9	0.9	-14	40	-182	-71	0.0	163*	15	66
O=C(NC1CCCCC1)c1cc(-c2ccco2)on1	2	0.9	-6	12	-60	-33	0.1	130*	8	95
Cc1ccc2cccc(OCC(=O)N3CC(C)CC(C)C3)c2n1 (configuration not stated)	9	0.9	-1	-6	15	8	0.0	94	12	110
COc1ccccc1C(=O)NC(=S)Nc1cc(C(=O)O)ccc1C	6	1	2	1	-14	-3	-0.2	102	-4	102
O=C(c1cc([N+](=O)[O-])ccc1Cl)N1CCN(c2ccccc2)CC1	8	1.1	-6	-2	-11	5	-0.4	96	-7	101

Single values from the entries so far:
COC1CCN(Cc2cn(Cc3ccccc3)nc2-c2cc3ccccc3o2)CC1 in Diaphorase inh = 2
CCNc1nc(Sc2ccc(C)cc2)cc(C(F)(F)F)n1 in G6PDH CS = 7
Cn1ncc(Cl)c1C(=O)NC(=S)Nc1sc2c(c1C#N)CCCCC2 in Hsp70 act = -0.1
Cc1nc(SCCCSc2n[nH]c(C)n2)n[nH]1 in Hsp70 act = -0.2

Going on with the list.
SMILES	G6PDH CS	Diaph act CS	TLR4 MyD88 comp	STAT3 inh	APP transl inh	STAT1 inh	Hsp70 act	STAT1 act	Diaphorase inh	STAT3 activator
CN(C)CCSc1nc(N)c2c3c(sc2n1)COC(C)(C)C3	0	0.8	-3	3	11	4	-0.2	96	19	102
CN(CC(=O)Nc1ccc(Cl)cc1)CC(=O)Nc1ccc(C(N)=O)cc1	6	0.9	17	-18	-4	-7	-0.4	103	13	119
Cn1c(=O)[nH]c(=O)c2c1nc(Br)n2CC(O)COc1ccc(Cl)cc1 (configuration not stated)	3	0.9	11	14	-8	22	0.2	77	10	94
Cc1cc(C)n(CCN(C)C(=O)CCc2nnc(-c3ccc4c(c3)OCO4)o2)n1	5	1	-7	17	-18	-3	-0.1	102	-3	89
C/C(=N\NC(=O)c1ccccc1)c1nc2ccccc2n1C	2	0.8	12	10	20	-14	-0.2	113	16	92
CCOC(=O)c1c(C)oc2c1c(C(c1cccnc1)N1CCCCC1)c(O)c1ccccc12 (configuration not stated)	38	0.7	6	-30	-79	-1	-0.2	101	30	131
Cc1ccc(NC(=O)NC2CCCCC2)cc1S(=O)(=O)N1CCOCC1	-4	1	0	3	2	1	0.2	98	2	105
O=C1CCC(C(=O)OCC(=O)N2N=C3/C(=C/c4ccccc4)CCCC3C2c2ccccc2)N1 (configuration not stated)	-2	0.9	5	6	8	2	-0.3	98	15	96
CCOC(=O)CCCNC(=O)COC(=O)c1cccc(C)c1O	10	0.9	0	-2	-13	2	0.0	97	7	105
Cc1ccc(-c2noc(/C=C/c3ccccc3)n2)cc1	5	0.9	-9	10	14	-19	0.2	117	11	100

Just STAT3 activator, for 2 of the compounds above:
| smiles | STAT3 activator |
| --- | --- |
| C/C(=N\NC(=O)c1ccccc1)c1nc2ccccc2n1C | 92 |
| CCOC(=O)c1c(C)oc2c1c(C(c1cccnc1)N1CCCCC1)c(O)c1ccccc12 (configuration not stated) | 131 |

Further results follow.
SMILES	G6PDH CS	Diaph act CS	TLR4 MyD88 comp	STAT3 inh	APP transl inh	STAT1 inh	Hsp70 act	STAT1 act	Diaphorase inh	STAT3 activator
CCN(C(=O)CN1CCN(c2ccccc2OC)CC1)c1c(N)n(Cc2ccccc2)c(=O)[nH]c1=O	-12	1	-2	6	8	0	-0.1	100	-1	98
CCc1nnc(NC(=O)C2CCN(c3nccc(C)n3)CC2)s1	-1	0.9	8	-6	4	1	0.0	99	9	108
O=C(Cn1c(=O)oc2ccccc21)Nc1nc(-c2ccccc2)cs1	-17	1	6	24	-2	1	-0.2	99	1	86
CN(CC(=O)Nc1ccc(N2CCOCC2)cc1)CC(=O)Nc1ccc(C(F)(F)F)cc1	-1	0.9	3	-31	-6	-4	-0.1	102	11	129
Cc1ccc(S(=O)(=O)N2CCN(C(=O)CN3C(=O)NC4(CCOc5ccccc54)C3=O)CC2)cc1 (configuration not stated)	2	0.8	13	2	2	-8	-0.4	111	16	99
COC(=O)c1ccc(NC(=S)N2CCN(C)CC2)cc1	-2	0.9	5	14	-12	-5	0.5	104	14	98

Source: PubChem (several laboratories)
